Screening data from PubChem.
KKLEB cytotox – reduces viability of KKLEB cystic fibrosis airway cells; KKLEB CF airway cells viability, ATPlite luminescence, overnight; active compounds read low; cells stimulated with P. aeruginosa culture filtrate; activity change (cytotoxicity), % at 5 µM; actives 0.36% (n = 360,000); AID 602141;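 active means corrected activity change at or below -50% at 5 µM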
NR2E3 ag-1 – human photoreceptor-specific nuclear receptor agonism; Q9Y5X4; CHO-S Gal4-NCOR/VP16-NR2E3 two-hybrid, luciferase; inhibition of corepressor binding, % at 3.98 µM; actives 0.35% (n = 360,000); AID 602229;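 active means inhibition above the mean of all tested compounds plus 3 SD, cut at about 70% in these data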;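 further: 0% = DMSO with NR2E3 transfected cells and 100% = cells lacking NR2E3 construct; higher means lower luciferase signal from less NR2E3 corepressor binding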
Target sequence (Q9Y5X4 whole entry, looked up, the tested form may be a part): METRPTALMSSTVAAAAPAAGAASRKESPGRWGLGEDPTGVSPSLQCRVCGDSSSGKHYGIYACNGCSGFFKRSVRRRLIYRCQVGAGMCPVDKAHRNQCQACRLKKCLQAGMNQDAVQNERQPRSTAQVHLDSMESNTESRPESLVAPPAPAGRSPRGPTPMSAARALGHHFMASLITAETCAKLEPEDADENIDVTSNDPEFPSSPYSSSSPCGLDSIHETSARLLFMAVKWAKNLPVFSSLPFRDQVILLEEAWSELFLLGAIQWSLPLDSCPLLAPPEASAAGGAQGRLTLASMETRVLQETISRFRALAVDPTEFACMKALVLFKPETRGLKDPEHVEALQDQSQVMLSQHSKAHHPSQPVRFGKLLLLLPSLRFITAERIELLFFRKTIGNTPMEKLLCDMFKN
NR2E3 ag-2 – NR2E3 (human) agonism; Q9Y5X4; GST-NR2E3/biotin-RetCOR TR-FRET, 1536-well; inhibition of corepressor binding, % at 4.78 µM; actives 0.12% (n = 320,000); AID 2300;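 active means percent inhibition above the cutoff of mean plus 3 SD of all tested compounds, set per screening campaign, cut at about 20% in these data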;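 further: 0% = DMSO wells and 100% = biotin wells as full block of FRET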
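system = GST-tagged NR2E3 plus biotinylated RetCOR corepressor | input = 1.35 nM GST-NR2E3 | also added = 7 nM biotin-RetCOR | schedule = 5 h incubation at 4 °C | measured by = TR-FRET with europium anti-GST and streptavidin-D2, 340 nm excitation | read-out = percent loss of FRET ratio relative to control wells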
TRPM1 prom inh – inhibitors of MITF-driven TRPM1 promoter in melanoma cells; SK-MEL-5 TRPM1 promoter luciferase, 24 h; actives 0.83% (n = 330,000); inhibition, % at 12.5 µM;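 active means mean inhibition across replicates of 60% or more, whatever share of single replicates reaches that level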; further: values of inactives mirror those of a sister screen read the other way
CF NFkB block – blocks PAF-induced NF-kB reporter in cystic fibrosis cells; actives 0.86% (n = 360,000); inhibition, % at 5 µM; KKLEB NF-kB-GFP reporter, GFP fluorescence overnight; AID 588850;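 active means at least 50% inhibition at 5 µM, scaled per plate between neutral and stimulator controls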;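 further: PAF is a Pseudomonas aeruginosa culture filtrate used as stimulus; plate controls were PAF-stimulated DMSO wells for no effect and unstimulated DMSO wells for full effect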
HIF-2a block – blocks HIF-2a reporter activity; 786-0 RCC cells HIF-2a reporter, luciferase luminescence, overnight; inhibition, % at 18.8 µM; actives 0.72% (n = 360,000);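 active means inhibition of the luminescence signal of 40% or more relative to plate controls, in a single-dose primary screen at 18.75 µM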
TWEAK-Fn14 inh – inhibitors of TWEAK-Fn14 interaction signaling | TWEAK-stimulated Fn14 reporter cells, luciferase luminescence, 8 h | inhibition, % at 10 µM | actives 2% (n = 360,000) | AID 1159606; in the data active means inhibition above about 50%
aDG glyco act – alpha-DG glycosylation activation | Pro5-aDG cells, alpha-DG glycosylation AlphaScreen (IIH6); 0% Pro5, 100% B10-LARGE cell signal | activation, % at 10 µM | actives 0.22% (n = 360,000) | AID 624168;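 active means activation of at least 8% versus controls, or a plate z-score of at least 8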;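 further: Pro5 are CHO cells carrying HIG-tagged alpha-DG that lacks glycosylation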
Peg3 prom inh – reduces Peg3 promoter-driven luciferase expression in HeLa. HeLa PEG-Prom luciferase reporter, luminescence, overnight. inhibition, % at 20 µM. actives 1.7% (n = 360,000). AID 588405;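 active means inhibition of at least 50% at 20 µM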
hiPSC survival – hiPSC single-cell survival enhancement; ATPlite luminescence; 100% = ROCK inhibitor wells, 0% = DMSO; survival enhancement, % at 20 µM; actives 0.044% (n = 360,000); in the data active means survival enhancement above about 18%;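 further: cells exposed to compounds for 16 hours before the ATP read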
Shn3 3UTR inh – Schnurri-3 reporter inhibition in Clone20 osteoblasts | inhibition, % at 12.5 µM | AID 588674 | actives 0.52% (n = 360,000) | Clone20 osteoblast Shn3 3'UTR firefly luciferase, 24 h;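 active means mean inhibition of at least 75% with every replicate also reaching 75%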;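 further: 0% = median of neutral control wells and 100% = pilot-screen positive control compound; some compounds past the cut are filed as inactive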
Numbers without * were called inactive.

What do the screens show for `O=C(Nc1cccc(C(F)(F)F)c1)C1CC(=O)N(Cc2ccco2)C1` (centres undefined)?
KKLEB cytotox: -5; NR2E3 ag-1: -40; CF NFkB block: 18; HIF-2a block: -2; TWEAK-Fn14 inh: 14; aDG glyco act: 0.0; Peg3 prom inh: -5; hiPSC survival: 2.4; Shn3 3UTR inh: -4

How did O=C(NCc1ccco1)C1CC(c2ccc(C(F)(F)F)cc2)=NO1 (centres undefined) do in these assays?
KKLEB cytotox: -35; NR2E3 ag-1: -57; NR2E3 ag-2: -2; TRPM1 prom inh: 19; CF NFkB block: 8; HIF-2a block: -47; TWEAK-Fn14 inh: 18; aDG glyco act: 0.0; Peg3 prom inh: -15; hiPSC survival: -0.1; Shn3 3UTR inh: -9

What do the screens show for `CCOc1ccc(C(=O)OC(C)CN2CCN(C)CC2)cc1` (centres undefined)?
KKLEB cytotox: 4; NR2E3 ag-1: -2; NR2E3 ag-2: -1; TRPM1 prom inh: -1; CF NFkB block: -28; HIF-2a block: -12; TWEAK-Fn14 inh: 14; aDG glyco act: 0.1; Peg3 prom inh: -2; hiPSC survival: 2.3; Shn3 3UTR inh: -28

What do the screens show for `O=C(CCc1nc2cccnc2n1Cc1ccccc1)NCCc1ccc(Cl)cc1`?
KKLEB cytotox: -8; NR2E3 ag-1: 10; NR2E3 ag-2: 1; TRPM1 prom inh: 15; CF NFkB block: -2; HIF-2a block: 23; TWEAK-Fn14 inh: 6; aDG glyco act: -0.1; Peg3 prom inh: 20; hiPSC survival: 0.1; Shn3 3UTR inh: 13

Results for CSc1cccc(NC(=S)N(Cc2ccc(C)cc2)Cc2cccnc2)c1 ?
KKLEB cytotox: -5; NR2E3 ag-1: 2; NR2E3 ag-2: 7; TRPM1 prom inh: -4; CF NFkB block: -5; HIF-2a block: -12; TWEAK-Fn14 inh: -2; aDG glyco act: 0.3; Peg3 prom inh: 30; hiPSC survival: 0.9; Shn3 3UTR inh: 21

What do the screens show for `O=C(C/C=N/OCc1ccc(Cl)cc1Cl)c1ccccc1`?
KKLEB cytotox: 1; NR2E3 ag-1: -13; NR2E3 ag-2: 1; TRPM1 prom inh: 3; CF NFkB block: 0; HIF-2a block: -49; TWEAK-Fn14 inh: -14; aDG glyco act: -0.1; Peg3 prom inh: -10; hiPSC survival: -0.8; Shn3 3UTR inh: 12

Results for Cc1onc(-c2ccccc2)c1C(=O)Nc1ccnn1C1CCCCC1 ?
KKLEB cytotox: 8; NR2E3 ag-1: 4; NR2E3 ag-2: 1; TRPM1 prom inh: -5; CF NFkB block: -11; HIF-2a block: 22; TWEAK-Fn14 inh: -9; aDG glyco act: 0.1; Peg3 prom inh: 3; hiPSC survival: 4.1; Shn3 3UTR inh: 4

Results for CC(C)(C)c1ccc(Cn2nnc3c(=O)[nH]c(C4CCN(C(=O)c5ccco5)CC4)nc32)cc1 ?
KKLEB cytotox: 4; NR2E3 ag-1: -45; TRPM1 prom inh: 9; CF NFkB block: -3; HIF-2a block: 33; TWEAK-Fn14 inh: 14; aDG glyco act: -0.1; Peg3 prom inh: 34; hiPSC survival: 0.7; Shn3 3UTR inh: 6

Results for CCc1nc(N2CCOCC2)c(C#N)c2c1CCCC2 ?
KKLEB cytotox: -4; NR2E3 ag-1: -14; NR2E3 ag-2: 4; TRPM1 prom inh: -6; CF NFkB block: 13; HIF-2a block: 7; TWEAK-Fn14 inh: 9; aDG glyco act: 0.0; Peg3 prom inh: -3; hiPSC survival: -2.4; Shn3 3UTR inh: -7

Results for CC(=O)c1c(C)nc(-c2ccccc2)nc1NC(=O)Cc1ccccc1 ?
KKLEB cytotox: 1; NR2E3 ag-1: -27; NR2E3 ag-2: 2; TRPM1 prom inh: 3; CF NFkB block: -30; HIF-2a block: -53; TWEAK-Fn14 inh: -19; aDG glyco act: 0.1; Peg3 prom inh: -56; hiPSC survival: -0.4; Shn3 3UTR inh: 5

Results for CN1CCC(OC(=O)COc2ccc(F)cc2)CC1 ?
KKLEB cytotox: 11; NR2E3 ag-1: -7; NR2E3 ag-2: 1; TRPM1 prom inh: -2; CF NFkB block: 3; HIF-2a block: 11; TWEAK-Fn14 inh: 2; aDG glyco act: 0.0; Peg3 prom inh: 7; hiPSC survival: -0.4; Shn3 3UTR inh: -12

What do the screens show for `CN=Cc1cc(-c2ccccc2)sc1O`?
KKLEB cytotox: -11; NR2E3 ag-1: -51; NR2E3 ag-2: -3; TRPM1 prom inh: -69; CF NFkB block: 5; HIF-2a block: -199; TWEAK-Fn14 inh: -18; aDG glyco act: -0.1; Peg3 prom inh: -172; hiPSC survival: 2.7; Shn3 3UTR inh: -61

How did Cc1onc(-c2ccccc2)c1C(=O)NCc1ccc(Cl)cc1 do in these assays?
KKLEB cytotox: -19; NR2E3 ag-1: -4; TRPM1 prom inh: -2; CF NFkB block: 16; HIF-2a block: -1; TWEAK-Fn14 inh: -4; aDG glyco act: 0.0; Peg3 prom inh: 2; hiPSC survival: -0.2; Shn3 3UTR inh: 4

How did O=C(NCc1cccnc1)c1csc2c1CCCC2 do in these assays?
KKLEB cytotox: 4; NR2E3 ag-1: 24; NR2E3 ag-2: 5; TRPM1 prom inh: 13; CF NFkB block: -5; HIF-2a block: 9; TWEAK-Fn14 inh: 3; aDG glyco act: 0.0; Peg3 prom inh: 8; hiPSC survival: 0.0; Shn3 3UTR inh: -9

Results for O=C1CCN(Cc2ccc(Cl)cc2)N1 ?
KKLEB cytotox: -20; NR2E3 ag-1: -15; NR2E3 ag-2: 3; TRPM1 prom inh: -21; CF NFkB block: 13; HIF-2a block: -17; TWEAK-Fn14 inh: -58; aDG glyco act: -0.2; Peg3 prom inh: -43; hiPSC survival: 1.1; Shn3 3UTR inh: -9

What do the screens show for `Cc1ccc(-c2nc(Nc3ccc(O)cc3)c3ccccc3n2)cc1`?
KKLEB cytotox: -1; NR2E3 ag-1: -50; NR2E3 ag-2: 1; TRPM1 prom inh: -15; CF NFkB block: -21; HIF-2a block: -143; TWEAK-Fn14 inh: 22; aDG glyco act: 0.2; Peg3 prom inh: 59*; hiPSC survival: -0.1; Shn3 3UTR inh: 15

Results for Cc1ccc(-c2csc(NC(=O)C3CCN(S(=O)(=O)c4cccs4)CC3)n2)cc1 ?
KKLEB cytotox: 11; NR2E3 ag-1: -10; NR2E3 ag-2: -1; TRPM1 prom inh: 16; CF NFkB block: 18; HIF-2a block: 2; TWEAK-Fn14 inh: 43; aDG glyco act: 0.3; Peg3 prom inh: 22; hiPSC survival: -1.3; Shn3 3UTR inh: 13

Results for CCOC(=O)C1CCCN(Cc2ccc(-c3ccccc3)cc2)C1 (centres undefined) ?
KKLEB cytotox: 4; NR2E3 ag-1: 2; NR2E3 ag-2: 9; TRPM1 prom inh: -13; CF NFkB block: -21; HIF-2a block: 13; TWEAK-Fn14 inh: -7; aDG glyco act: 0.1; Peg3 prom inh: 21; hiPSC survival: 0.9; Shn3 3UTR inh: 15

How did CC(=O)N1CCN(C(=O)CNc2cc(C(F)(F)F)ccc2OCC(F)(F)F)CC1 do in these assays?
KKLEB cytotox: 0; NR2E3 ag-1: 9; NR2E3 ag-2: -2; TRPM1 prom inh: 8; CF NFkB block: -2; HIF-2a block: 14; TWEAK-Fn14 inh: -1; aDG glyco act: 0.0; Peg3 prom inh: 7; hiPSC survival: 4.5; Shn3 3UTR inh: 3

Results for COc1cccc(C(=O)Nc2c[nH]c(=O)[nH]c2=O)c1 ?
KKLEB cytotox: -6; NR2E3 ag-1: -8; NR2E3 ag-2: 2; TRPM1 prom inh: 1; CF NFkB block: -9; HIF-2a block: 6; TWEAK-Fn14 inh: 28; aDG glyco act: 0.0; Peg3 prom inh: 5; hiPSC survival: -0.5; Shn3 3UTR inh: 0

Reprinted from the part before: two entries; new compounds follow.
How did CC(=O)N1CCN(C(=O)CNc2cc(C(F)(F)F)ccc2OCC(F)(F)F)CC1 do in these assays?
KKLEB cytotox: 0; NR2E3 ag-1: 9; NR2E3 ag-2: -2; TRPM1 prom inh: 8; CF NFkB block: -2; HIF-2a block: 14; TWEAK-Fn14 inh: -1; aDG glyco act: 0.0; Peg3 prom inh: 7; hiPSC survival: 4.5; Shn3 3UTR inh: 3

Results for COc1cccc(C(=O)Nc2c[nH]c(=O)[nH]c2=O)c1 ?
KKLEB cytotox: -6; NR2E3 ag-1: -8; NR2E3 ag-2: 2; TRPM1 prom inh: 1; CF NFkB block: -9; HIF-2a block: 6; TWEAK-Fn14 inh: 28; aDG glyco act: 0.0; Peg3 prom inh: 5; hiPSC survival: -0.5; Shn3 3UTR inh: 0

What do the screens show for `CC(/C=N/NC(=O)Cn1cnc2ccccc21)=C\c1ccccc1`?
KKLEB cytotox: 5; NR2E3 ag-1: -7; NR2E3 ag-2: 3; TRPM1 prom inh: 9; CF NFkB block: -5; HIF-2a block: -26; TWEAK-Fn14 inh: 3; aDG glyco act: 2.4; Peg3 prom inh: 2; hiPSC survival: -3.1; Shn3 3UTR inh: 12

Results for CN(Cc1ccccc1)C(=O)COc1ccc(Br)cc1Cl ?
KKLEB cytotox: -6; NR2E3 ag-1: -6; NR2E3 ag-2: 0; TRPM1 prom inh: -14; CF NFkB block: -5; HIF-2a block: -81; TWEAK-Fn14 inh: -40; aDG glyco act: 0.3; Peg3 prom inh: -36; hiPSC survival: 0.3; Shn3 3UTR inh: -10

Results for O=C(CCc1nnc2ccc(N3CCCC3)nn12)Nc1ccc(F)cc1F ?
KKLEB cytotox: 3; NR2E3 ag-1: -18; NR2E3 ag-2: 1; TRPM1 prom inh: 6; CF NFkB block: -3; HIF-2a block: 2; TWEAK-Fn14 inh: 3; aDG glyco act: -0.5; Peg3 prom inh: -11; hiPSC survival: 0.2; Shn3 3UTR inh: 10

Results for COc1ccc(/C=N/NC(=O)c2ccc3nc[nH]c3c2)cc1 ?
KKLEB cytotox: -22; NR2E3 ag-1: -10; NR2E3 ag-2: -1; CF NFkB block: 17; HIF-2a block: -23; TWEAK-Fn14 inh: -4; aDG glyco act: -0.2; Peg3 prom inh: -4; hiPSC survival: -0.2; Shn3 3UTR inh: 12

How did O=C(/C=C/c1cccs1)Nc1ccc([N+](=O)[O-])cc1 do in these assays?
KKLEB cytotox: 2; NR2E3 ag-1: -55; NR2E3 ag-2: -2; TRPM1 prom inh: -59; CF NFkB block: -25; HIF-2a block: -266; TWEAK-Fn14 inh: -43; aDG glyco act: -0.2; Peg3 prom inh: -233; hiPSC survival: 0.1; Shn3 3UTR inh: -17

What do the screens show for `O=C1NC(=S)S/C1=C\c1cc(Cl)ccc1Cl`?
KKLEB cytotox: -16; NR2E3 ag-1: 81*; TRPM1 prom inh: -36; CF NFkB block: 38; HIF-2a block: -422; TWEAK-Fn14 inh: 49; aDG glyco act: -0.1; Peg3 prom inh: -107; hiPSC survival: -0.5; Shn3 3UTR inh: -11

Results for COc1ccc(-c2ccc(C(=O)Nc3ccccc3)c3occc23)c(C)c1 ?
KKLEB cytotox: 0; NR2E3 ag-1: -178; CF NFkB block: -38; HIF-2a block: -223; TWEAK-Fn14 inh: -8; aDG glyco act: 0.8; Peg3 prom inh: -432; hiPSC survival: -0.4; Shn3 3UTR inh: -65
